OPRM1-OPRD1 ag = agonists of human mu-delta opioid receptor heterodimerization. cells, OPRM1-OPRD1 heterodimerization, luminescence. P35372+P41143. 340,000 compounds, 0.3% hits. activation, % at 9.3 µM; in the data active = activation above about 18%;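 note: 0% = vehicle-treated cells and 100% = reference agonist; values of inactives mirror those of a sister screen read the other way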
Arrestin-AP2 inh = inhibitors of human beta-arrestin and AP2 interaction. inhibition, % at 10 µM. FITC-arrestin peptide / GST-AP2 beads, flow cytometry; AP2 beta2 appendage carries R879A mutation. 340,000 compounds, 0.31% hits. AID 504490;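 active = inhibition above a set limit, near 3 SD of compounds lacking own fluorescence, cut at about 54% in these data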;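 note: plate controls were DMSO wells for no effect and 5 µM unlabelled arrestin peptide for full effect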
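Measured by: flow cytometry, FL1 (488/535 nm); Material: AP2 appendage R879A on GSH beads; Evaluation: percent response; Timing: pre-incubation 12 min, peptide binding 1 h, room temperature; Also added: 50 nM FITC-arrestin peptide; Medium: PBS with 0.05% Tween 20 and 0.1% BSA.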
OPRM1-OPRD1 inv = mu-delta opioid heterodimer inverse agonism; P35372+P41143; cell-based MOR-DOR heterodimer luminescence; inhibition, % at 9.3 µM; 340,000 compounds, 0.21% hits; AID 504357; in the data active = inhibition above about 22%, passing the limit was not always enough;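 note: 0% = cells with DMSO and 100% = wells without cells with DMSO; values of inactives mirror those of a sister screen read the other way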
PKA-R1A activ = activates the PKA-R1A holoenzyme complex. P00514+P68181. PKA-R1A dissociation, Cy5-IP20 fluorescence polarization; scaled: DMSO 0%, 113 µM cGMP 100%. activation, % at 11.4 µM. 340,000 compounds, 0.083% hits;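 active = percent activation above the mean of all tested compounds plus 3 SD, cut at about 19% in these data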;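 note: higher means more PKAc released from R1A so a rise in polarization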
PfHsp90 set2 = reduces growth (ATP signal) of yeast expressing P. falciparum Hsp90; inhibition, % at 9.4 µM; AID 504621; S. cerevisiae expressing PfHsp90, BacTiter-Glo ATP, 48 h; yeast lacking PDR1 and PDR3 efflux regulators; 310,000 compounds, 0.32% hits;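 active = every replicate shows inhibition above about 80%, whatever the replicate mean, limit read from the data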;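 note: 0% = DMSO neutral controls and 100% = 20 µM radicicol positive controls; yeast relying on Plasmodium falciparum Hsp90 in place of its own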
DSG3 Ab inh = blocks pemphigus antibody binding to human desmoglein-3; P32926; DSG3-coupled beads, scFv-anti-DSG3-GFP binding, flow cytometry; stronger effect = lower value; binding (percent of control), % at 10 µM; 310,000 compounds, 0.48% hits;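 active = binding more than 3 SD below its plate's average and above zero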; note: some compounds called inactive have numbers as strong as hits
Target sequence (P32926 whole entry, looked up): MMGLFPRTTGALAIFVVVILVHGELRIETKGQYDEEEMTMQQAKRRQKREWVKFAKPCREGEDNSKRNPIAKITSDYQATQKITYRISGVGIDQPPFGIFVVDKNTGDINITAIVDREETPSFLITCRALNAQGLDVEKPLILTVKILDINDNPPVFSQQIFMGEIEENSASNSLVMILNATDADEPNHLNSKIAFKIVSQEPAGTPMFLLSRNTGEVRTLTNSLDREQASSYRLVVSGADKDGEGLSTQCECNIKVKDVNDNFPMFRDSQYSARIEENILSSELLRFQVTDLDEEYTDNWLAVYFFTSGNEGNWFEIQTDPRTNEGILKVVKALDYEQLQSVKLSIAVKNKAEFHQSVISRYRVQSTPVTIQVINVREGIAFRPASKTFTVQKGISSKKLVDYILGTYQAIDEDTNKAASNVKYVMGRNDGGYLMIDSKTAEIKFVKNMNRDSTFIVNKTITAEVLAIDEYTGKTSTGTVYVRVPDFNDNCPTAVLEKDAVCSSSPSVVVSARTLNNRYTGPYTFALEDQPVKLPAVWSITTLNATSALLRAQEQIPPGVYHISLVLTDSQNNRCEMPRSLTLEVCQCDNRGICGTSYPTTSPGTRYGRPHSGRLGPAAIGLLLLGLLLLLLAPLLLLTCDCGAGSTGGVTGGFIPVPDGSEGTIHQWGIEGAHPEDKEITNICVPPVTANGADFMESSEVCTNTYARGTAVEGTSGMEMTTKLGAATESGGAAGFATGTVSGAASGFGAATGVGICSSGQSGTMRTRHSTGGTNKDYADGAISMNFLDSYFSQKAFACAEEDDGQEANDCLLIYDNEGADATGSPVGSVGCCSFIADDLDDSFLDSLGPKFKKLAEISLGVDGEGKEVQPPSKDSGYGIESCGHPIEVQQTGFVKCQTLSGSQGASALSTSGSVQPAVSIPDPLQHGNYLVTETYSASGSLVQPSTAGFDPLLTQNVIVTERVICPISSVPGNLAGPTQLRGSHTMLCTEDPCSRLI
SUMO Mot1 rescue = blocks SUMOylation pathway, rescuing yeast Mot1-301 growth; AID 2716; S. cerevisiae Mot1-301 growth rescue, ATP luminescence, 38.5C; percent above DMSO median, 100 means doubled; growth rescue, % at 18.8 µM; 320,000 compounds, 1% hits;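 active = every valid replicate shows activation above 250% relative to neutral control wells; inactive = the rest, any valid replicate at or below 250%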;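 note: OY570 slx delta 5 strain wells were the positive control but not used for scaling; some compounds called inactive have numbers as strong as hits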
AddAB inh = less growth of phage-infected E. coli with AddAB; E. coli expressing H. pylori AddAB, absorbance growth; inhibition, % at 11.9 µM; 330,000 compounds, 0.29% hits; AID 435030; in the data active = inhibition above about 12%;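 note: 0% = vehicle wells of infected cells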
Ecoli viability = reduces bacterial viability in AddAB counter-screen. E. coli V3065 growth, OD600 absorbance, 18 h. inhibition, % at 11.9 µM. 330,000 compounds, 0.27% hits. AID 449728;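 active = inhibition above the campaign's mean inhibition across all tested compounds plus 3 SD, cut at about 9.9% in these data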;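 note: uninfected addAB+ strain grown without phage in ampicillin broth; 0% = DMSO wells and 100% = ciprofloxacin 0.95 µg/ml wells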
Tat export inh = inhibitors of E. coli Tat protein transport | E. coli MC4100 TorA-mCherry Tat export, fluorescence | inhibition, % at 10 µM | 340,000 compounds, 0.036% hits;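 active = mean replicate inhibition at least 50% and at least half of replicates individually reaching 50%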;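 note: exported cargo escapes ClpAP degradation while cytoplasmic cargo is degraded and loses fluorescence; 0% = median of neutral control wells and 100% = median of NaSCN control wells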
phage Ecoli inh = E. coli growth loss with phage present; growth absorbance; inhibition, % at 11.9 µM; 360,000 compounds, 0.26% hits; AID 651602; in the data active = inhibition above about 11%
The depositor's hits bear a star; · = not tested or not shown. This is a random part of the collection (roughly 2.8% active in at least one column).

SMILES	OPRM1-OPRD1 ag	Arrestin-AP2 inh	OPRM1-OPRD1 inv	PKA-R1A activ	PfHsp90 set2	DSG3 Ab inh	SUMO Mot1 rescue	AddAB inh	Ecoli viability	Tat export inh	phage Ecoli inh
CC1CN(C(=O)c2ccc([N+](=O)[O-])s2)CC(C)O1 (stereo unspecified)	-0.2	18	1	1	·	96	8	1.7	1.9	0	1.5
CC(=O)c1c(C)cc(C)c(CSc2ccccn2)c1C	-0.2	8	1	9	-20	92	2	4.6	-0.3	12	0.7
Cc1cc2oc(C(=O)N(Cc3ccccc3)C3CCS(=O)(=O)C3)cc(=O)c2cc1Cl (stereo unspecified)	1.4	4	-7	11	16	110	44	1.3	-3.1	5	2.8
CC(C)Oc1cc(N)c(Cl)cc1Cl	-0.3	0	1	-4	-15	107	-18	2.7	1.1	-1	4.5
O=C(NCc1nc(-c2ccc(C(F)(F)F)cc2)no1)Nc1ccc(OC(F)(F)F)cc1	·	16	·	·	2	99	-1	0.3	-0.2	7	3.2
Cc1ccccc1-n1ncc2c(SCC(=O)NCc3cccs3)ncnc21	-2.4	0	14	4	23	104	1	-0.3	3.5	14	2.2
CCc1ccc(C(=O)CSc2nnc(C)c(=O)[nH]2)cc1	0.8	0	-5	-5	7	83	15	0.8	-3.4	-4	1.8
CN(C1CCCCC1)S(=O)(=O)c1ccc(C(=O)N2CCN(c3nc4ccccc4s3)CC2)cc1	1.2	-8	-7	2	-7	123	-4	0.5	-2.3	-7	4.2
O=C(Cc1c(F)c(F)c(F)c(F)c1F)Nc1nc(-c2ccccc2)cs1	7.6	18	-40	3	-1	110	30	5.1	-0.3	1	-1.5
CN(C(=O)c1cccc(NC(=O)Cc2cccc(NC(=O)C3CCCN(C(=O)c4ccccc4)C3)c2)c1)C1CCC1 (stereo unspecified)	1.0	7	-4	1	11	93	·	·	·	1	2.0
CCOc1ccc2[nH]c3nc(SCC(=O)NCC4CCCO4)nnc3c2c1 (stereo unspecified)	1.4	38	-11	9	26	108	12	0.2	1.1	-6	1.9
N#CC1=C(N)OC2=C(C(=O)CCC2)C1c1ccoc1 (stereo unspecified)	·	4	·	·	3	112	-3	2.9	0.5	9	2.8
O=C(NC1CC2CCCC(C1)N2S(=O)(=O)c1ccccc1)C1CCCCC1 (stereo unspecified)	0.4	-9	-2	10	-9	98	54	2.8	-1.1	-1	4.2
COc1ccccc1OCC(=O)Nc1cc(S(=O)(=O)N2CCOCC2)ccc1N1CCCCC1	0.4	1	-2	3	-10	90	14	-1.1	0.1	7	0.5
Cc1ccc2nc(N(CCCN(C)C)C(=O)c3ccc4ncsc4c3)sc2c1	-2.4	-1	13	-3	-11	99	-11	0.3	-0.6	8	2.6
Cc1cc(C)cc(NC(=S)NN)c1	1.8	40	-9	-8	18	108	-5	-1.7	-1.6	-4	-0.9
COC(=O)c1ccc2[nH]c(C(C)(C)O)c(C)c2c1	-2.8	8	13	-5	2	102	684*	3.7	4.1	-5	0.5
O=S(=O)(Nc1ccccc1N1CCOCC1)c1cccs1	-2.7	0	11	-6	31	·	18	2.7	1.2	-2	0.2
Cc1nn(C)cc1CNCc1ccc(OCC(O)CN(C)Cc2ccccc2)cc1 (stereo unspecified)	-0.4	3	2	-13	38	108	10	2.3	-0.4	7	3.9
O=C(/C=C/c1ccc2c(c1)OCCO2)c1ccc(O)cc1	-3.9	-16	21	-3	14	97	-13	0.1	0.0	0	-0.2
CCn1cc(C(=O)OCC(=O)NCc2ccccc2Cl)c(=O)c2ccc(C)nc21	-0.6	-3	4	-6	-12	102	4	0.3	2.7	0	1.4
Cc1ccc(C(=O)Nc2nnc(-c3cccs3)s2)cc1C	-2.6	-2	15	-4	16	101	-10	0.9	3.5	0	3.8
Cc1cc(C(=O)Nc2ccc(CC(=O)O)cc2)c(C)o1	1.8	11	-13	-15	5	·	-5	3.9	-0.6	-6	2.4
O=C(c1ccco1)c1cn(CC(=O)N2CCCc3ccccc32)c2ccccc12	-1.2	8	6	-12	4	107	184	4.3	3.8	2	3.6
Cc1cccc(N2CCN(S(=O)(=O)c3ccc4c(c3)CCCN4C(=O)C3CCC3)CC2)c1C	-2.9	13	16	-1	-7	98	-7	1.1	0.6	-1	1.3

Further compounds
SMILES	OPRM1-OPRD1 ag	Arrestin-AP2 inh	OPRM1-OPRD1 inv	PKA-R1A activ	PfHsp90 set2	DSG3 Ab inh	SUMO Mot1 rescue	AddAB inh	Ecoli viability	Tat export inh	phage Ecoli inh
O=C(CN1CC(=O)Oc2ccccc21)OCC(=O)c1ccc(Br)cc1	-3.1	0	18	6	0	94	·	-3.0	-1.8	-3	-2.4
Cc1ccc(S(=O)(=O)/N=S(/c2ccccc2)C(C)C)cc1 (stereo unspecified)	-3.9	-3	19	-1	-34	·	-14	-1.6	-2.7	-4	2.0
CN(Cc1nc2ccccc2c(=O)[nH]1)C(=O)c1ccc(NC(=O)CSc2nnnn2C)cc1	0.7	35	-3	2	-24	110	157	1.2	-1.6	0	0.8
CCOCCCn1c(SCc2nc3ccccc3s2)nc2ccccc2c1=O	1.9	-6	-10	-7	-2	107	13	2.9	-1.6	5	2.8
COc1ccc(C(=O)N/C(=C\c2cccc3ccccc23)C(=O)NCCc2c[nH]c3ccccc23)cc1OC	-2.5	-10	10	-11	-37	·	-16	3.1	1.3	-12	2.1
CCCCNC(=S)NCCN1CCN(C(=S)NCCCC)CC1	-0.9	-28	4	-4	7	·	-1	-0.8	-2.5	3	-1.1
CCOC(=O)C1=C(COC(=O)C2CC(=O)N(c3ccc(CC)cc3)C2)NC(=O)NC1C (stereo unspecified)	1.6	-8	-6	-7	·	111	3	2.2	-0.2	2	-1.2
CCN(CC)S(=O)(=O)c1cc(C(=O)Nc2cc(S(=O)(=O)N3CCOCC3)ccc2N2CCN(C)CC2)ccc1C	-0.8	11	3	-2	6	101	·	·	·	-1	1.5
C1=C(C(c2nnnn2C2CCCCC2)N2CCCCC2)COc2ccccc21 (stereo unspecified)	0.5	-3	-3	2	9	104	-21	-1.9	-3.5	-17	0.6
O=C(COc1ccccc1Cl)N1CCN(c2ccccn2)CC1	-1.9	-5	10	-5	·	107	0	1.0	1.7	18	5.0
CN1CCN(C(=O)C2=C[C@H](c3csc4ccccc34)C[C@H](OCCCCO)O2)CC1	1.0	5	-5	4	13	106	-12	-1.3	-1.4	15	2.1
COc1cc(C(C)=O)ccc1OCC(O)CN1CCN(c2c(C)cccc2C)CC1 (stereo unspecified)	-3.1	-3	15	-20	26	95	-4	0.5	0.1	-4	1.8
Cc1ccc(Nc2nnc(SCC(=O)Nc3cccc(S(=O)(=O)NC4=NCCCCC4)c3)s2)cc1	-1.3	2	7	-6	8	108	0	5.6	-1.8	0	3.0
Nc1ccn(Cc2ccccc2)n1	0.1	17	0	-5	·	111	·	1.4	3.0	12	3.7
CCCCOc1ccc(NC(=O)CCSc2nccn2C)cc1	-1.8	-35	8	2	18	·	-3	-0.8	0.5	3	2.3
CC(=N\Nc1ccc(Cl)cc1)/C(=N/O)C(=O)Nc1ccccc1	-3.0	32	12	-3	14	·	256*	3.6	-0.5	3	1.8
O=C(CN1C(=O)S/C(=C\c2ccccc2F)C1=O)NCCCn1ccnc1	-2.0	1	10	-10	13	104	0	0.1	-0.4	13	-1.2
C(=N\NC1=Nc2cccc3cccc1c23)/c1ccccn1	0.3	1	-2	-8	3	97	·	·	·	-3	8.1
Cn1cc(C(=O)NCc2ccc(F)cc2)c(=O)c2cc(S(=O)(=O)N3CCCCC3)ccc21	-2.2	6	14	-1	7	101	·	-0.7	-2.8	-5	2.9
CCc1nc2ccc(C(=O)N3CCN(c4ccc(Cl)cc4)CC3)cc2nc1CC	0.4	-1	-2	-1	1	96	296	1.5	0.8	11	-0.3
CCN(CC)C(=O)CSc1nnc(-c2cccs2)n1Cc1ccco1	-0.8	29	5	7	-3	101	-5	-4.0	-2.7	-8	2.7
COc1ccc(/C(C)=N/NC(=O)Cc2c(C)nc(C)[nH]c2=O)cc1	-0.3	8	2	7	1	94	23	2.2	-2.4	-14	3.6
N#Cc1ccc(NC(=O)COC(=O)CCc2nc3ccccc3c(=O)[nH]2)cc1	1.5	-5	-8	-5	20	96	0	1.0	0.3	-2	-0.5
O=C(CCS(=O)(=O)Cc1ccccc1F)NCCc1ccc(Cl)cc1	-3.6	8	18	-6	7	92	-17	-1.2	2.2	-5	1.0
COc1ccc(CCN2CC(C(=O)Nc3nccs3)CC2=O)cc1OC (stereo unspecified)	-2.1	-4	11	-5	12	96	1	-0.3	0.3	1	3.2

Additional compounds.
SMILES	OPRM1-OPRD1 ag	Arrestin-AP2 inh	OPRM1-OPRD1 inv	PKA-R1A activ	PfHsp90 set2	DSG3 Ab inh	SUMO Mot1 rescue	AddAB inh	Ecoli viability	Tat export inh	phage Ecoli inh
Cc1ccc(-c2nc3ccccc3o2)cc1NC(=S)NC(=O)c1cc2ccccc2o1	-3.5	-2	17	-9	7	71	-3	1.6	1.5	-5	0.8
CCCCNCCS(=O)(=O)NCc1ccccc1	-0.2	10	1	-13	7	103	·	·	·	-6	7.3
COc1cccc(CCNC(=O)COc2cccc3c2OC(C)(C)C3)c1	-1.0	2	7	-3	-10	100	·	1.8	2.9	-3	1.3
O=C(COC(=O)c1cc(=O)[nH]c2ccccc12)NCCc1ccccc1	-1.4	-12	6	1	4	111	2	0.3	0.0	7	2.6
COC(CNC(=O)c1c[nH]c2ccc(S(=O)(=O)N3CCC4(CC3)OCCO4)cc2c1=O)OC	-1.4	-9	7	-10	23	124	8	0.1	3.4	2	0.9
C=CC(C)(C)c1cc2cc3ccoc3cc2oc1=O	4.4	15	-25	-6	-9	104	-3	1.4	-0.7	-7	1.5
O=C(NCC1CCN(Cc2cccc(Cl)c2)CC1)Nc1ccc(Cl)cc1	6.0	11	-27	-1	18	111	-1	-0.5	1.7	-1	2.7
COc1ccc(/C=C/CN2CCN(Cc3ccc(C)cc3)C(CCO)C2)cc1 (stereo unspecified)	-2.8	4	15	-11	22	99	-2	1.4	1.5	-4	4.2
O=C(C[n+]1ccccc1)Nc1ccccc1Br	·	-1	·	·	-17	123	3	3.2	-1.2	8	2.6
CCCOC(=O)Nc1nnc(CCC)s1	1.6	3	-9	0	·	121	6	2.1	-3.5	-6	-0.6
O=C(O)CSCC(=O)NCc1ccccc1Cl	3.5	-5	-26	5	-7	102	-23	2.9	0.9	-6	4.3
Cc1ccc(NC(=O)Cc2ccccc2Cl)cc1S(=O)(=O)N(C)C	1.3	-1	-8	4	9	94	-22	5.0	0.2	0	3.5
